Screens: PubChem BioAssay, several laboratories
CHT PAM – allosteric activators of human choline transporter CHT. Q9GZV3. CHT-expressing cells, membrane potential dye, choline EC20; stronger effect = higher value; LV-AA mutant CHT in HEK293 cells. B-score at 10 µM. 310,000 compounds, 0.49% hits;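 active means initial fluorescence not abnormally high and integrated response B-score, plate-corrected, over 3 SD above library mean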
Target sequence (Q9GZV3 whole entry, looked up): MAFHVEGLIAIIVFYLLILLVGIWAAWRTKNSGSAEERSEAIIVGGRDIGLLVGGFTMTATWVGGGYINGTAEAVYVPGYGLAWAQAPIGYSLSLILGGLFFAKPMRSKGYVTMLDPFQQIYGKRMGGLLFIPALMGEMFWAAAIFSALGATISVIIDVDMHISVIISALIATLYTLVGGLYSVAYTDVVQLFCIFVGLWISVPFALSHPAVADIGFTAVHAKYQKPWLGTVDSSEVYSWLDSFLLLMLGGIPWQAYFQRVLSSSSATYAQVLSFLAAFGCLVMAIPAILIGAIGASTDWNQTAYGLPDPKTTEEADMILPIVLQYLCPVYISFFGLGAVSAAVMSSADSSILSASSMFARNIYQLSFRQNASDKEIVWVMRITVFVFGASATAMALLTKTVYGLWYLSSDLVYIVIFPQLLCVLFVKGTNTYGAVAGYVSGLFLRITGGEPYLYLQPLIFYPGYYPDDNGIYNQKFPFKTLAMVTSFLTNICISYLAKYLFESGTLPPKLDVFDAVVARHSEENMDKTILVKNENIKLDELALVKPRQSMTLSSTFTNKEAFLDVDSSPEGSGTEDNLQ
OX1R antag – human HCRTR1 antagonism. O43613. CHO/OX1R cells, Fluo-8 calcium fluorescence, orexin A. inhibition, % at 5 µM. 330,000 compounds, 0.43% hits;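 active means inhibition above its plate's threshold, mean inhibition of all tested compounds on the plate plus 3 SD, cut at about 37% in these data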;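 further: 0% = orexin A challenge wells and 100% = SB-334867-A antagonist wells; not every result past the cut was called active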
Target sequence (O43613 whole entry, looked up): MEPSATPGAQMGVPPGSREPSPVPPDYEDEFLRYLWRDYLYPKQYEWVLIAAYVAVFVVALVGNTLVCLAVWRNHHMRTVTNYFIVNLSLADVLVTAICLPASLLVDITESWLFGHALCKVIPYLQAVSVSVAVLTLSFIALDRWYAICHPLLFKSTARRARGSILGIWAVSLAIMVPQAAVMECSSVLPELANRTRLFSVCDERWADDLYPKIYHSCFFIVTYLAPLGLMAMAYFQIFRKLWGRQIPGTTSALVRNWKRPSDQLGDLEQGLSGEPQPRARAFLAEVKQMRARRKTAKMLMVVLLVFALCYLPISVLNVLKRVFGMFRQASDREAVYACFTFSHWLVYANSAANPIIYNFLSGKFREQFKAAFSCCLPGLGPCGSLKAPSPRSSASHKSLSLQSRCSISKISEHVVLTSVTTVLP
Numbers without * were called inactive; i = inactive; / = no result given. This is a random part of the collection (roughly 0.83% active in at least one column).

nr	compound	CHT PAM	OX1R antag
1	Cn1c(=O)c2cn(Cc3ccc(Cl)cc3)cc2n(C)c1=O	i	-23
2	C[C@]12CCC(=O)CC1CCC1C2CC[C@@]2(C)C1CC[C@@]21CCO1 (stereo partly drawn)	i	-13
3	C[C@@H]1CN([C@H](C)CO)C(=O)c2cccc(NC(=O)c3ccncc3)c2O[C@@H]1CN(C)Cc1ccc(C(=O)O)cc1	/	4
4	O=C(COc1ccccc1)Nc1ccc(N2CCCCC2)cc1	i	-10
5	CCOC(=O)N1CCN(C(=O)c2c[nH]c3ccc(S(=O)(=O)N(C)c4cccc(C)c4)cc3c2=O)CC1	i	10
6	COC(=O)c1ccc(C(=O)N2CCCC(N3CCN(c4ccc(F)cc4)CC3)C2)nc1 (stereo not drawn)	i	-9
7	CCOC(=O)CC(NC(=O)CCc1c(C)nc2nc(C)nn2c1C)c1ccc(C)cc1 (stereo not drawn)	i	-14
8	CCOc1ccc(NC(=O)CN(C)C(=O)c2ccccc2SCc2c(C)noc2C)cc1OCC	i	-23
9	CC(C(=O)OCC(=O)N(C)C1(C#N)CCCCC1)N1C(=O)c2ccccc2C1=O (stereo not drawn)	/	-25
10	Cc1ccc(S(=O)(=O)CC(=O)Nc2nc(C(C)(C)C)cs2)cc1	i	-33
11	CC(C)[C@H](NC(=O)c1ccccc1)C(=O)OCC(=O)N1CCCc2ccccc21	i	-17
12	Cc1ccc(NC(=O)N2CCCC(c3nc(-c4ccc(F)cc4)no3)C2)cc1 (stereo not drawn)	i	-20
13	O=C(c1ccc(Br)o1)N1CCN(c2ccccc2F)CC1	i	-26
14	Cc1cccc(/C=N/c2sc3c(c2C(=O)OC(C)(C)C)CCN(C)C3)c1O	i	-3
15	COc1ccc(/C=N/NS(=O)(=O)c2ccc(C)cc2)cc1OC(=O)c1ccccc1	i	-20
16	CC(c1ccco1)N(C(=O)c1cccc(Br)c1)c1ccccn1 (stereo not drawn)	i	-26
17	CCOC(=O)C1=C(COC(=O)CNC(=O)c2ccc(Cl)cc2Cl)NC(=O)NC1C (stereo not drawn)	i	-23
18	CCOc1ccc(N(CC(=O)N/N=C/c2cccnc2)S(C)(=O)=O)cc1	i	4
19	Cc1cccnc1NC(=O)c1ccccc1NC(=O)C(C)(C)C	i	-24
20	CN(C)/C=N/c1nc2nccc(-c3cccnc3)n2n1	i	-13
21	CC1CN(S(=O)(=O)c2cccc(C(=O)NCC3COc4ccccc4O3)c2)CC(C)O1 (stereo not drawn)	/	-30
22	COC(=O)[C@]1(CC(C)C)N[C@H](c2ccc(-c3ccc(F)cc3)cc2)[C@@H]2C(=O)N(C)C(=O)[C@@H]21	i	-19
23	Cc1nc(C(=O)Nc2ccccc2)sc1C1(C)CC(c2cccnc2)=NO1 (stereo not drawn)	i	-11
24	Cc1cccc(OCC(=O)O/N=C(\N)Cc2ccc(Cl)cc2)c1	i	-21
25	Nc1nnc(SCc2ccccc2Cl)s1	i	-7
26	C[C@@H](NC(=O)c1nc[nH]c1C(=O)N1CCN(C(=O)OC(C)(C)C)CC1)c1ccccc1	/	-11
27	COc1ccc(/C=C/C(=O)N(c2ccccn2)C2CCCCC2)cc1OC	i	-12
28	CCOC(=O)N1CCN(C(=O)c2cccn3c(=O)c4cc(Br)ccc4nc23)CC1	i	-31
29	CCOc1ccc(S(=O)(=O)Nc2ccccc2C(=O)N2CCCC2)cc1	i	-27
30	Cc1ccc(C(=O)Nc2cccc(S(=O)(=O)N(C)c3ccccc3)c2)o1	/	3
31	O=C(/C=C/c1ccco1)Nc1sc2c(c1C(=O)O)CCC2	i	-7
32	Clc1ccccc1-c1nc2ccccc2[nH]1	i	-32
33	CCCNC(=O)C(Cc1ccc(Br)cc1)NC(=O)c1ccc(C#N)cc1 (stereo not drawn)	/	-18
34	O=c1[nH]cc([N+](=O)[O-])cc1Br	i	-3
35	CC1=C(C(=O)Nc2ccccc2)C(c2cccnc2)n2ncnc2N1 (stereo not drawn)	i	-12
36	CCOC(=O)C1CCCN(C/C(O)=C(\C#N)c2nc(-c3ccccc3)cs2)C1 (stereo not drawn)	i	-1
37	COc1ccccc1OCCC(=O)OCC(=O)c1c(N)n(C)c(=O)n(C)c1=O	i	-14
38	O=C1N=NC2=C1c1c3ccccc3c(O)n1CC2	i	-8
39	COc1c([N+](=O)[O-])cc(C(=O)NNC(=O)c2ccc(C)cc2)cc1[N+](=O)[O-]	i	-13
40	COc1cccc(C(=O)NCCS(=O)(=O)N(C)Cc2ccccc2)c1	i	-32
41	COc1ccccc1NS(=O)(=O)c1ccc(N/N=C/c2ccccc2OCC(=O)O)c([N+](=O)[O-])c1	i	2
42	CCN(CC)CCNC(=O)c1cn(CC)c2ccc(S(=O)(=O)N3CCOCC3)cc2c1=O	i	-12
43	O=C(CCc1ccccc1)Nc1cc2c3c(c1)CC(=O)N3CCC2	i	-15
44	O=C(Nc1ccccc1F)c1ccc(Cn2cc(Br)cn2)cc1	i	-7
45	Cc1ccc(C(C)C)c(OCC(=O)NS(=O)(=O)c2ccc(Cl)cc2)c1	i	-7
46	Cc1cccc(NC(=O)CCCN2C(=O)c3cccc4cccc(c34)C2=O)c1	i	-3
47	CC(C)c1ccc(NS(=O)(=O)c2ccc3c(c2)NC(=O)CO3)cc1	i	-21
48	O=C(N/C(=C\c1ccco1)C(=O)N1CCCCC1)c1ccc([N+](=O)[O-])cc1	/	0
49	Cc1nc2ccc(NC(=S)NC(C)C)cc2nc1C	i	9
50	COc1ccc(CC(=O)OCC(=O)NC2CCCCC2)cc1	/	-7
51	Cc1[nH]c2ccccc2c1/C=C(/C#N)C(=O)NC(C)C	i	5
52	Cc1ccc(S(=O)(=O)CCC(=O)OC2CC(C)OC2=O)cc1 (stereo not drawn)	/	9
53	Cc1nn(-c2ccccc2)c2nc(-c3cccs3)cc(C(=O)NN)c12	i	-39
54	Cc1nn2cc(-c3ncc(C(F)(F)F)cc3Cl)cnc2c1Br	i	-13
55	COCCn1c(SCC(=O)Nc2cccc(OC)c2)nnc1-c1ccc(Cl)cc1	i	-20
56	COc1ccccc1N1CC(C(=O)Nc2ccc(N3CCOCC3)cc2)CC1=O (stereo not drawn)	/	-8
57	COC(=O)c1ccc(NC(=O)C2C3CCC(C3)C2C(=O)O)cc1 (stereo not drawn)	i	-7
58	Cc1ccccc1Cc1c(C)nc2nc(SCC(=O)NCCCN3CCCC3)nn2c1C	i	-25
59	C=CCn1c(SCC(=O)N2CCc3ccccc3C2)nc2sc(CC)cc2c1=O	i	-10
60	Cc1nn(C)c(C)c1C(=O)NN	i	1

Following part
nr	compound	CHT PAM	OX1R antag
61	CN(C)Cc1ccc(-c2nc3cccc4c3n2CCNC4=O)cc1	i	5
62	O=C(CNc1ccc(F)cc1)N/N=C/c1c(O)ccc2ccccc12	i	-13
63	O=C(Nc1ccccc1)C1=C[C@@H](C2CCCCC2)C[C@@H](OCCCCO)O1	i	-22
64	CNC(=O)C1CC(=O)N(c2ccc(F)c(Cl)c2)C1 (stereo not drawn)	i	-7
65	O=C(COC(=O)c1c(F)cccc1F)NCCNC(=O)COC(=O)c1c(F)cccc1F	i	-6
66	CCOC(=O)c1ccc(C(=O)OCC)c(NC(=S)Nc2ccc([N+](=O)[O-])cc2OC)c1	i	-22
67	COc1ccc(NC(=O)C2CCCN(S(=O)(=O)c3ccccc3)C2)c(OC)c1 (stereo not drawn)	i	-11
68	O=S(=O)(c1ccc(=S)[nH]c1)N1CCOCC1	/	-11
69	CC(CCc1ccc(O)cc1)NC(c1ccccc1)c1ccc(Cl)cc1 (stereo not drawn)	i	-19
70	CC(=O)c1cccc(N(CC(=O)NC2CCCC2)C(=O)CNC(=O)c2cccs2)c1	i	-18
71	Cc1cc(C(=O)COc2cccc([N+](=O)[O-])c2)c(C)n1C1CC1	/	-21
72	CC(C)(C)c1cc(CN2CCOCC2)c(C(=O)O)o1	i	-11
73	O=C(COc1ccccc1)Nc1ccc(F)cc1	i	19
74	COc1ccc(CC(=O)Nc2cc(C)ccn2)cc1OC	i	10
75	Cn1c(SCC(=O)OCc2ccccc2)nnc1-c1ccco1	i	-24
76	O=C(CNC(=O)Cc1ccc(Cl)cc1)NCC(=O)N1CCCCC1	i	-10
77	N#Cc1c(/N=C/c2ccco2)sc2c1CCC2	i	1
78	Cc1ccc(NC(=O)CCNS(=O)(=O)c2ccc3c(c2)CCC(=O)N3)cc1C	i	-7
79	O=C(COC(=O)c1cc(S(=O)(=O)N2CCOCC2)ccc1Cl)NCCc1ccccc1	/	-12
80	Cc1cc(NC(=O)CSc2nnnn2C)n(-c2ccccc2)n1	i	5

A stretch from further up, for reference:
nr	compound	CHT PAM	OX1R antag
76	O=C(CNC(=O)Cc1ccc(Cl)cc1)NCC(=O)N1CCCCC1	i	-10
77	N#Cc1c(/N=C/c2ccco2)sc2c1CCC2	i	1
78	Cc1ccc(NC(=O)CCNS(=O)(=O)c2ccc3c(c2)CCC(=O)N3)cc1C	i	-7
79	O=C(COC(=O)c1cc(S(=O)(=O)N2CCOCC2)ccc1Cl)NCCc1ccccc1	/	-12
80	Cc1cc(NC(=O)CSc2nnnn2C)n(-c2ccccc2)n1	i	5

Additional compounds follow.
nr	compound	CHT PAM	OX1R antag
81	CS(=O)(=O)N(CC(=O)Nc1ccc(S(=O)(=O)N2CCOCC2)cc1)c1cccc(F)c1	i	-21
82	Cc1cc(C)cc(-c2nnc(SCC(=O)NC3CC3)o2)c1	/	-25
83	COc1ccc(CC(=O)Nc2ccc(-c3cn4ccccc4n3)cc2)cc1OC	i	-27
84	Cc1cccc(NC(=O)Nc2cccc(F)c2)n1	i	-18
85	CC(=O)c1ccc(NC(=O)C2=CC(c3cccs3)=NS(=O)(=O)N2C)cc1	i	-25
86	Cc1c(C=O)c2ccccn2c1C(=O)c1ccc(Cl)c([N+](=O)[O-])c1	i	-12
87	O=C(N/N=C/c1c(F)cccc1Cl)C1CC1	i	-8
88	O=C(CSc1nnc(NC(=O)C2CC2)s1)NCc1ccco1	i	-7
89	O=C(CSC1CCCCC1)N1CCN(c2ccccc2)CC1	i	-15
90	COc1ccc(S(=O)(=O)NCC(c2ccco2)N2CCOCC2)cc1 (stereo not drawn)	i	-16
91	CCc1ccc(NC(=O)CSc2nnc(C)c(=O)n2N)cc1	i	3
92	COCc1c(C(=O)OCC(=O)N(C)C2CCS(=O)(=O)C2)oc2ccccc12 (stereo not drawn)	/	9
93	COc1cc(Cl)c(C)cc1NC(=O)CSC	i	-8
94	COc1ccccc1NC(=O)C(C)n1cnc2c(oc3nc4c(cc32)CCCC4)c1=O (stereo not drawn)	i	-23
95	Cc1ccc(S(=O)(=O)c2cc3c(=O)n4cccc(C)c4nc3n(C3CCCCC3)c2=N)cc1	i	-18
96	COc1ccc(C2CCCN2C(=O)Nc2ccc(Cl)cc2)cc1OC (stereo not drawn)	i	-25
97	CCOc1ccc(N=Cc2c(O)c3ccccc3oc2=O)cc1	i	-17
98	Cc1ccc2cc(CN(CC3CCCO3)S(=O)(=O)c3cccc4nsnc34)c(=O)[nH]c2c1 (stereo not drawn)	i	-26
99	COc1ccc(OC)c(COC(=O)c2cc([N+](=O)[O-])ccc2N2CCOCC2)c1	/	5
100	O=C1c2ccccc2CN1C(CO)Cc1ccccc1 (stereo not drawn)	i	4
101	COC(=O)C1=C(N)Oc2cc(C)n(Cc3cccnc3)c(=O)c2C1c1cc(OC)ccc1OC (stereo not drawn)	i	-6
102	Cc1ccc(CCCNC(=O)C2CCC(=O)N(Cc3cccc(F)c3)C2)cc1 (stereo not drawn)	i	-37
103	N#Cc1cccc(NCC(=O)Nc2ccc3c(c2)OCCO3)c1	i	-11
104	COc1ccc(C(=O)NCCc2nnc3ccc(SCC(=O)N4CCCCC4)nn23)cc1	i	0
105	CN1CCN(S(=O)(=O)c2ccc(NC(=O)C(C)(C)C)cc2)CC1	i	-14
106	OCC[C@@H]1C[C@@H](O)[C@H](O)[C@]2(CCCc3ccccc3O2)O1	i	-9
107	NS(=O)(=O)c1ccc(CCNC(=O)CC(c2ccccc2)c2ccccc2)cc1	i	-16
108	Cc1ccccc1NC(C)C(=O)N/N=C/c1ccccc1OCc1cccc(Br)c1 (stereo not drawn)	i	-34
109	Cc1ccc(-c2nc(-c3cccnc3)no2)c(C)c1	i	-37
110	Cc1ccc(-c2nnc3ccc(SCC(=O)Nc4cc(C)on4)nn23)cc1	i	-47
111	CCc1cccc(N(CC(=O)NC2CCCCC2)C(=O)c2csnn2)c1	i	-3
112	Cc1ccc(C(=O)/C=C/Nc2ccc([N+](=O)[O-])cc2Br)cc1	i	0
113	COc1cc(OC)c2c(c1)C(=O)OC2	i	2
114	CCOC(=O)Cn1c(CN2CC(C)OC(C)C2)nc2c1c(=O)n(C)c(=O)n2C (stereo not drawn)	i	-9
115	COc1ccccc1N1CCN(C(=O)c2noc(C(C)C)c2[N+](=O)[O-])CC1	i	0
116	Cc1ccc2[nH]c(C)c(CC(=O)O)c2c1	i	-8
117	C[C@H](CO)N1C[C@H](C)[C@@H](CN(C)Cc2ccccc2)Oc2c(NC(=O)c3ccncc3)cccc2C1=O	/	-11
118	O=C(NNC(=O)c1ccccc1OCc1ccc(F)cc1)c1ccccc1O	i	/
119	Cc1nc(-c2cccc(NC(=O)c3ccco3)c2)cs1	i	/
120	COc1cc(/C=C(/C#N)C(=O)NC(C)c2ccccc2)cc(OC)c1O (stereo not drawn)	i	-10

An excerpt from above in order of the OX1R antag value, falling:
cpd | Molecule | OX1R antag
104 | COc1ccc(C(=O)NCCc2nnc3ccc(SCC(=O)N4CCCCC4)nn23)cc1 | 0
117 | C[C@H](CO)N1C[C@H](C)[C@@H](CN(C)Cc2ccccc2)Oc2c(NC(=O)c3ccncc3)cccc2C1=O | -11
107 | NS(=O)(=O)c1ccc(CCNC(=O)CC(c2ccccc2)c2ccccc2)cc1 | -16
